S100A4 inh HTS: S100A4-myosin IIA interaction inhibition; S100A4/TAMRA-MyoIIA peptide fluorescence polarization; 360,000 compounds, 0.14% hits; inhibition, % at 10.7 µM; P26447; AID 652163;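 active means mean inhibition of at least 70% across replicates, with every replicate also reaching that level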
Target sequence (P26447 whole entry, looked up): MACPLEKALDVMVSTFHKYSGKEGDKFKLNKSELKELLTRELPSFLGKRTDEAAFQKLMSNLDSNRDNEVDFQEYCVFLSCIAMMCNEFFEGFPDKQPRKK
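Test system: S100A4 monomer protein; Medium: HEPES pH 7.2 with CaCl2, KCl, NaCl, DTT, Triton; Probe or stimulus: TAMRA-labelled myosin IIA heavy-chain peptide probe, 5 nM; Doses: one dose per compound; Times: polarization read 5 min after assay mix addition, stable 5–60 min; Benchmarks: neutral control DMSO, positive control TFP.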
PAX8 inh HTS: lowers PAX8-driven luciferase in RMG-I cells; RMG-I TPO-luciferase reporter, SteadyGlo, 24 h; AID 652154; 360,000 compounds, 1.2% hits; inhibition, % at 12.6 µM;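 active means mean replicate inhibition at least 60% with every replicate also reaching 60%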;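 further: luciferase light reporting Pax8 driven TPO promoter activity; plate controls were median of neutral control wells for no effect and mitoxantrone controls for full effect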
PglD inh: PglD (C. jejuni) enzyme inhibition; purified PglD enzyme, DTNB colorimetric CoA detection; inhibition, % at 12.5 µM; 360,000 compounds, 0.098% hits; AID 602405; in the data active means inhibition above about 16%, passing the limit was not always enough; further: strong numbers were not always called active
LGR2 antag: Drosophila LGR2 receptor signaling inhibition | HEK293 LGR2, CRE-luciferase, bursicon-stimulated, 4 h | inhibition, % at 9.99 µM | 380,000 compounds, 0.35% hits | AID 720647;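 active means drop in luminescence signal, shown as inhibition above about 50% in the replicate tests, limit read from the data, passing the limit was not always enough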;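 further: agonist challenge used bursicon conditioned medium at about half maximal strength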
FN deposit inh: fibronectin deposition inhibition | AH1F fibroblasts, Alexa488-fibronectin deposition fluorescence, overnight | inhibition, % at 12.6 µM | 350,000 compounds, 0.086% hits | AID 743247;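 active means mean inhibition across replicates of 30% or more, regardless of how many single replicates reach that level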;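 further: positive control wells lacked labelled fibronectin entirely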
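test system = AH1F fibroblasts assembling fluorescent fibronectin matrix | quantity = 10000 AH1F cells per well | buffer or medium = DMEM plus 2% serum, read in PBS | doses = single dose, pinned | incubation = 1 h cell attachment, overnight exposure to compound and label | detection = fluorescence at 485 nm excitation, 525 nm emission | read-out basis = inhibition from reduced deposited-fibronectin fluorescence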
EWS-Fli inh: blocks EWS/Fli oncoprotein-driven transcription. A673 NR0B1-luciferase reporter, viability-normalised. inhibition, % at 12.6 µM. 350,000 compounds, 0.67% hits. AID 651661;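 active means mean inhibition of at least 50% after viability correction, with every replicate also passing that limit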;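 further: firefly luciferase signal divided by Alamar Blue viability fluorescence both relative to DMSO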
PGC1a acetyl inh: lowers PGC1a acetylation signal in U2OS cells; AlphaScreen anti-acetyl-lysine; with virally co-expressed GCN5 acetyltransferase; inhibition, % at 15.6 µM; 350,000 compounds, 0.17% hits; AID 651687;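 active means every replicate shows inhibition of at least 40%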;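 further: 0% = neutral control wells and 100% = positive control wells; some results beyond the cut were filed as inactive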
ERAP1 HTS inh: ERAP1 (human) enzyme inhibition; recombinant ERAP1, Leu-AMC fluorescence, 60 min; inhibition, % at 10.7 µM; 340,000 compounds, 0.15% hits; AID 652197;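 active means mean replicate inhibition of at least 30%, or all replicates individually reaching that 30% level; inactive means mean below 30% and not every replicate reaching it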;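 further: 0% = neutral control wells and 100% = L-leucinethiol positive control wells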
Target sequence (Q9NZ08 whole entry, looked up): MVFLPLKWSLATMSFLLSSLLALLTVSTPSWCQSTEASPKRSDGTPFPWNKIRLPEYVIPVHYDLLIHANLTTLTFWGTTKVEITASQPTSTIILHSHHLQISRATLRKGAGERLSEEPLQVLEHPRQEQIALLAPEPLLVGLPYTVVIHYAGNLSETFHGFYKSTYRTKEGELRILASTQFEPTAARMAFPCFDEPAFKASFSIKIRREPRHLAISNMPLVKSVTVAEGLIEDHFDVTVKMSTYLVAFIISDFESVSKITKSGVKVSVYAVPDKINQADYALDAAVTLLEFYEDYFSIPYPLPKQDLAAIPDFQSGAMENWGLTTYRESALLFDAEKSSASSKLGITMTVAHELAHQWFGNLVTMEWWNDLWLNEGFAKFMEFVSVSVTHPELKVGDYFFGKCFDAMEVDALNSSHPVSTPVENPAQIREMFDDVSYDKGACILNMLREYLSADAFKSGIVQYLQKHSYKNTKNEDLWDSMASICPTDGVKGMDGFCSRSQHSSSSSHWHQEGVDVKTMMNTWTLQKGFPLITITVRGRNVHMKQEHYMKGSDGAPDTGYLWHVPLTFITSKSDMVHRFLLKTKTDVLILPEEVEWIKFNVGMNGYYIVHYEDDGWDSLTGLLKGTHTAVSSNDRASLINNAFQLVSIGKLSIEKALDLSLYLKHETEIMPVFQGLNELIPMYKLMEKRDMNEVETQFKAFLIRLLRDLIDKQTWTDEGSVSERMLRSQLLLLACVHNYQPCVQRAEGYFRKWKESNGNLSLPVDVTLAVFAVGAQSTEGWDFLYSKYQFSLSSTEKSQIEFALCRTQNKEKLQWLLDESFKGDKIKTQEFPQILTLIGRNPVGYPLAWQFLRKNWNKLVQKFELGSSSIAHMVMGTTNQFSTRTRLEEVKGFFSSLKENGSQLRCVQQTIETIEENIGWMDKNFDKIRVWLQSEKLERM
An asterisk follows results filed as active; nt = not tested or not shown; & = joins results of further samples.

structure	ERAP1 HTS inh	PAX8 inh HTS	PglD inh	PGC1a acetyl inh	EWS-Fli inh	FN deposit inh	S100A4 inh HTS	LGR2 antag
CCn1c(=O)c([N+](=O)[O-])c(NCCN(C)C)c2ccccc21	3.2	6.7	nt	nt	1.8	5.1	2.9	2.2
Cc1cc(=O)n2nc(N3CCC(C(=O)Nc4cccc(Cl)c4C)CC3)sc2n1	4.1	7.9	-7.9	-0.2	nt	2.8	-2.1	6.8
CN(C)C(=O)c1cccc(-c2ccc(C3[C@H]4CNC[C@@H]3N4S(=O)(=O)c3ccc(Cl)cc3)cc2)c1 (some centres undefined)	0.2&1.9	8.8&-11.8	nt	27.6&1.2	-4.7&-6.6	0.3&-1.6	4.2&-20.8	10.8&-3.8
Cc1cccc(C)c1NC(=O)C1C(c2ccc3c(c2)OCO3)=Nc2ccccc2N1C(=O)c1ccccn1 (centres undefined)	nt	-16.9	nt	nt	-37.8	6.5	-9.6	-57.9
O=Cc1ccc(OCC(=O)NCC2CCCO2)cc1 (centres undefined)	-3.2	0.8	0.0	8.5	-1.9	6.2	0.4	20.1
O=C(Cc1ccc(Cl)cc1)NNC(=O)C1CC=CCC1C(=O)O (centres undefined)	-0.9	2.7	-2.6	nt	-2.7	-1.0	-4.9	-4.4
C[C@@H]1CN([C@H](C)CO)C(=O)Cc2cc(NC(=O)CCN3CCOCC3)ccc2O[C@@H]1CN(C)Cc1ccccc1	-1.8	-14.2	0.8	nt	0.8	nt	5.2	4.2
CCNC(=O)C[C@@H]1CC[C@H]2[C@H](COc3ccc(NC(=O)c4cccc(OC)c4)cc3C(=O)N2C)O1	0.6	-12.1	1.3	2.7	-8.9	-4.9	9.3	-23.3
O=C(Nc1cc(S(=O)(=O)N2CCOCC2)ccc1Cl)c1ccncc1	-0.6	-16.3	-3.8	-7.9	0.1	-8.0	-0.3	30.8
COc1cccc(OC)c1Nc1nc(C)nc2c1nnn2Cc1ccccc1Cl	3.3	1.8	nt	2.9	3.2	-3.0	20.9	8.5
O=C(O)CC1SC(=O)N(CC(=O)c2ccccc2)C1=O (centres undefined)	-2.0	-4.4	2.6	5.8	7.0	-3.4	1.4	-2.9
Cc1ccc(NC(=O)OCCNC(=O)c2ccncc2)cc1	-2.0	-6.5	nt	-2.5	-24.7	2.7	4.0	-19.9
NC(=O)CC(NC(=O)c1ccccc1)c1ccc(NCCOc2ccccc2)c([N+](=O)[O-])c1 (centres undefined)	nt	-2.6	6.5	nt	-11.1	-10.4	nt	-7.6
CCOC(=O)CCSc1nc(C)c2cc(C)ccc2n1	-2.2	nt	-0.2	-0.6	7.9	nt	-1.9	-68.3
CSc1nc2ccc(NC(=O)c3c(-c4ccccc4)noc3C)cc2s1	-2.5	10.2	nt	nt	-9.8	0.4	-3.6	9.1
CCS(=O)(=O)N[C@H]1CC[C@@H](CC(=O)NCc2ccc(Cl)cc2)O[C@@H]1CO	-0.9	15.4	3.8	-13.5	0.3	nt	-10.1	nt
O=C(C[C@H]1CC[C@H]2[C@@H](COC[C@H](O)CN2S(=O)(=O)c2cccc(Cl)c2)O1)N1CCOCC1	-0.2	16.1	-0.1	-1.1	1.3	1.5	-3.7	5.7
O=C1NC(=S)NC1=Cc1ccccc1O	8.1	-10.3	3.4	9.6	-7.9	-3.0	11.0	-17.1
CCCCn1nc2cc(C(=O)NCc3ccccc3)ccc2c1OCC	4.0	-3.3	0.2	-4.1	-0.8	-2.0	8.6	1.5
CC(=O)Nc1cc(-c2ccsc2)cn2c(-c3ccc(F)cc3)cnc12	-5.1	1.8	-0.1	-8.4	6.4	-20.2	-1.2	-20.3
C[C@H](CO)N1C[C@H](C)[C@@H](CN(C)C(=O)C2CCCCC2)Oc2ncc(-c3ccccc3)cc2C1=O	4.1	nt	1.0	-10.0	2.5	nt	2.3	-5.7
COc1ccccc1CNC(=O)COC(=O)c1ccco1	-4.1	-8.0	0.7	-4.3	-5.5	9.0	-34.6	3.8
Cc1ccc(C(=O)NNC(=O)CSc2nnc3c(n2)[nH]c2ccc(F)cc23)cc1	nt	16.0	0.9	-2.0	nt	-0.7	nt	nt
COc1ccc(NC(=O)CNc2cc(S(=O)(=O)N3CCOCC3)ccc2N2CCOCC2)c(OC)c1	-0.9	1.0	5.3	-3.7	-0.1	1.2	3.1	-4.7
Cc1c(C)n(Cc2ccccc2)c2ccc(C(=O)NCCN3CCOCC3)cc12	-3.1	4.6	-3.2	-4.2	-6.3	1.1	-25.7	-2.1
O=S(=O)(NCCc1csc(-c2cccnc2)n1)c1ccc(F)cc1	0.8	11.9	0.0	2.9	-2.4	0.2	-5.8	-0.1
COc1ccc(S(=O)(=O)Nc2ccc(Cl)cn2)cc1	2.3	13.5	3.2	20.4	18.2	-3.1	-8.6	-0.1
Nc1ccc(NC(=O)c2cccs2)c(Cl)c1	1.5	nt	1.2	-0.8	-26.4	nt	1.5	-6.1
CCn1ncc(/C=C/C(=O)C2CC2)c1C	nt	-19.9	1.8	-2.9	nt	2.1	nt	5.5
O=C(O)c1cc(-c2cccc3ccccc23)nc2ccccc12	-0.4	-0.4	-7.0	nt	6.4	0.3	3.5	13.8
C[C@@H]1CN([C@@H](C)CO)C(=O)c2cc(NS(=O)(=O)c3ccc(F)cc3)ccc2O[C@H]1CN(C)C(=O)Nc1ccc(C(F)(F)F)cc1	1.4	-2.4	-0.1	9.9	3.1	nt	-3.3	-9.4
NC(=O)CC[C@@H]1NC(=O)[C@@H]2CCCN2C(=O)c2cc([N+](=O)[O-])cc(I)c2NCCC[C@@H](C(=O)NC(CC(=O)O)C(N)=O)NC1=O (some centres undefined)	6.3	-10.2	nt	nt	-4.9	5.3	-2.8	1.3
CC1CCCCC1NC(=O)c1nnc(Cc2ccc(Cl)cc2)o1 (centres undefined)	-0.7	7.4	-2.7	nt	-7.7	6.7	0.6	-18.3
C[C@H]1CN([C@@H](C)CO)C(=O)c2cc(NC(=O)Cn3cnnn3)ccc2O[C@@H]1CN(C)S(=O)(=O)c1ccc(F)cc1	3.1	nt	-0.5	0.1	-4.2	-3.1	-3.2	-7.2
NC(=O)c1ccccc1NC(=O)/C=C/c1ccccc1	nt	-157.1	2.4	nt	nt	-5.7	nt	-10.0
Cn1c(SCC(=O)NCC2CCCO2)nnc1-c1c[nH]c2ccccc12 (centres undefined)	3.2	10.1	5.2	0.9	-5.1	-6.7	3.1	-10.1
O=C(O)c1ccccc1N1C(=O)C2C3CCC(C3)C2C1=O (centres undefined)	1.4	-5.7	nt	nt	3.6	-4.9	-1.4	2.3
N#Cc1ccc(-c2ccc3c(c2)[C@@H]2[C@@H](CCN2S(=O)(=O)c2ccccc2F)[C@H](CO)N3)cc1	nt	-15.5	-0.5	-1.8	-8.9	28.7	nt	-50.5
COc1ccc(-c2ccccc2[C@H]2[C@@H](C#N)N(C(=O)NC(C)C)[C@H]2CO)cc1	-0.5	nt	nt	-5.9	-2.2	-5.4	8.9	9.1
O=C(Nc1ccccc1F)N1CCCCN2[C@H](CO)[C@@H](c3ccc(C4=CCCCC4)cc3)[C@H]2C1	-1.0	-1.3	6.3	-33.2	9.1	nt	1.6	nt
O=C(NCc1ccccc1Cl)c1csc([C@@H]2O[C@H](CO)[C@@H](O)[C@H]2O)n1	0.0	-0.5	-0.1	2.0	-1.8	3.5	0.5	13.7
CCNC(=O)C[C@@H]1CC[C@@H]2[C@H](COC[C@@H](O)CN2C(=O)c2cc(Cl)cc(Cl)c2)O1	nt	nt	-0.8	5.5	nt	-3.9	nt	4.1
CNC[C@H]1Oc2c(NS(=O)(=O)c3ccc(OC)cc3)cccc2C(=O)N([C@H](C)CO)C[C@H]1C	6.2&-3.3	-6.2	-1.0&1.3	2.9&1.4	-2.5&-0.7	-6.4	5.8&-4.1	10.2&-4.1
Cc1nn2c(NCCCN(C)C)c3c(nc2c1-c1ccccc1)CCCC3	-1.7	18.8	nt	-20.0	-3.8	-4.9	0.8	-3.0
COc1cccc(S(=O)(=O)N[C@@H]2CC[C@H](CC(=O)NCc3ccc(F)cc3)O[C@H]2CO)c1	-0.3	1.4	0.5	nt	0.9	nt	2.3	7.2
CC[C@]1(c2ccccc2OC)C(=O)N(C(=O)OC)N1C(=O)OC	-0.4	36.2	3.6	-5.3	17.9	-0.6	44.3	14.9
CN(c1ccccc1)S(=O)(=O)c1cccc(NC(=O)Cc2ccc(Cl)cc2)c1	0.4	-0.7	-1.6	-0.6	3.3	-2.5	-4.8	-18.4
C[C@H]1CN([C@@H](C)CO)C(=O)c2cc(NC(=O)Nc3ccc4c(c3)OCO4)ccc2O[C@H]1CN(C)Cc1ccc(C(F)(F)F)cc1	-1.1	nt	2.1	1.2	2.4	nt	7.1	5.5
C[C@H]1CN([C@@H](C)CO)C(=O)c2cc(-c3cccc(F)c3)cnc2O[C@H]1CN(C)Cc1cccc(F)c1	nt	nt	nt	0.6	14.9	-17.3	nt	-3.5
CS(=O)(=O)N1CC(=O)N2[C@H](CO)[C@@H](c3ccc(C#Cc4cccc(F)c4)cc3)[C@@H]2C1	-0.7	nt	nt	-5.3	nt	nt	2.9	3.4
COc1ccc(F)cc1C(=O)C1CCCN(C(=O)c2cccc(N(C)C)c2)C1 (centres undefined)	-5.2	28.9	nt	-2.3	3.4	-2.9	0.6	-6.6
CN1CCN(C(=S)SCC(=O)N2CCCc3ccccc32)CC1	3.4	2.6	1.9	4.8	7.6	6.1	-10.3	-0.4
C[C@@H]1CN([C@H](C)CO)C(=O)c2cccc(NC(=O)Nc3cccc4ccccc34)c2O[C@@H]1CN(C)Cc1ccc(C(=O)Nc2ccccc2N)cc1	1.6	32.9	nt	-1.9	35.0	-13.8	-7.7	13.4
Cc1ccc(C23CC4CC(CC(C(=O)NN)(C4)C2)C3)cc1	1.6	19.8	-23.8	-0.2	13.7	-13.5	-1.6	-3.4
Cc1nc(Nc2ccccc2F)c2nnn(Cc3ccccc3Cl)c2n1	1.1	6.6	-4.0	nt	-11.7	-5.5	-1.5	-3.9
CC/C(=N\Nc1ccnc2cc(Cl)ccc12)c1ccc(O)cc1	4.6	46.7	-0.3	nt	40.2	5.4	-5.8	5.4
Cc1ccccc1NC(=O)c1sc(Cl)nc1C	-3.5	-9.9	nt	nt	5.7	4.2	-0.7	0.0
COCCCNC(=O)c1nnn2c1nc(N)c1cc(Cl)ccc12	3.1	10.6	nt	nt	23.6	1.7	0.5	1.6
COc1cccc(-c2ccc(=O)n(CC(=O)Nc3ccc(S(=O)(=O)NCC(C)C)cc3)n2)c1	-0.5	3.1	nt	nt	2.4	1.7	0.6	25.2
NC(=O)C1(NC(=O)[C@@H]2CC3(CC(c4cccc(NC(=O)[C@@H]5CCC(=O)N5)c4)=NO3)CN2C(=O)Cc2ccc(Cl)cc2)CC1 (some centres undefined)	-2.2	-21.1	-1.6	0.9	9.2	-4.8	-4.3	-0.6
N#C/C(=C\c1ccc(O)c(O)c1)C(=O)N1CCCC1	-0.8	-7.4	nt	4.4	23.9	6.1	3.4	-33.1

Source: PubChem (Broad Institute)
